ASAP1 inh – inhibitors of human ASAP1 ArfGAP activity, primary screen, biochemical, fluorescence polarization | Arf-GAP with SH3 domain, ANK repeat and PH domain-containing protein 1 (Homo sapiens), … | ASAP1-stimulated ARF1 GTP hydrolysis, GDP FP detection | inhibition, % at 16.5 µM | hit rate 0.19% among 360,000 | AID 624377, 2012; in the data active = inhibition above about 25%;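 also: 0% = vehicle with enzyme and substrate and 100% = no enzyme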
Target sequence (Q9ULH1 325-724 limits assumed): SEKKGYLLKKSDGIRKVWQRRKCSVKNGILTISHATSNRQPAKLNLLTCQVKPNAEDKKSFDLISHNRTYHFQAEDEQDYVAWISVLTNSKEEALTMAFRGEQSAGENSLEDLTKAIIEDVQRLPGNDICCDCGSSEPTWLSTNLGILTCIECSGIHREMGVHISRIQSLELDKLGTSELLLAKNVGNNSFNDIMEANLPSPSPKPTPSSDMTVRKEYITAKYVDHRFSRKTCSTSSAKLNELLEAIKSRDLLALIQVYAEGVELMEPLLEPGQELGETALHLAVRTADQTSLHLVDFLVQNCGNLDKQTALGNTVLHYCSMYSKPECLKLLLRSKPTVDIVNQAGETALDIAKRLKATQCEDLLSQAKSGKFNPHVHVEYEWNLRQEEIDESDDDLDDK
TDP2 absorb – human TDP2 enzyme inhibitors, primary screen, biochemical, epi absorbance, recombinant enzyme; Tyrosyl-DNA phosphodiesterase 2 (Homo sapiens), O95551; T5PNP hydrolysis, p-nitrophenol absorbance 415 nm; inhibition, % at 12.8 µM; hit rate 0.34% among 370,000; AID 720702, 2013;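 active = inhibition above the mean of all tested compounds plus 3 SD, set per campaign, cut at about 25% in these data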;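 also: 0% = DMSO with enzyme and 100% = buffer with substrate but no TDP2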
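Test system: human TDP2 enzyme; Input: 120 nM TDP2 per well; Buffer or medium: Mg2+-containing Tris-HCl buffer, pH 7.5; Reagent: 5 mM T5PNP; Dosing: 12.8 µM single point, 1% DMSO; Incubation: reaction 2 h, 37 °C; Detection: p-Nitrophenol epi absorbance; Read-out: % inhibition relative to enzyme-containing and enzyme-free wells; Replicates: single well per compound.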
PLC-beta3 inh – human PLC-beta3 inhibitors, primary screen, biochemical, fluorescence | 1-phosphatidylinositol 4,5-bisphosphate phosphodiesterase beta-3 (Homo sapiens), Q01970 | Purified PLC-beta3, fluorogenic substrate | inhibition, % at 12.2 µM | hit rate 0.18% among 370,000; in the data active = inhibition above about 11%;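 also: 0% = median of compound wells on plate and 100% = full blocker control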
ADAM10 inh – human ADAM10 inhibitors, primary screen, biochemical, QFRET, HTS. hit rate 0.62% among 370,000. inhibition, % at 7 µM. AID 720582, 2013. recombinant ADAM10, EDANS/DABCYL FRET peptide cleavage, 3 h;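 active = inhibition above a per-campaign cutoff equal to the mean of compounds falling between control-based bounds plus 3 SD, cut at about 20% in these data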;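 also: 0% = DMSO wells while the 100% control is not disclosed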
Tn6 DDE FP – inhibitors of Tn6 peptide binding to fibrin DD(E), primary screen, biochemical, fluorescence polarization, human fibrin, Tn6 probe; Fibrin DD(E) TRITC-Tn6 fluorescence polarization displacement; inhibition, % at 8.3 µM; hit rate 0.21% among 370,000; AID 720509, 2013;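 active = inhibition above a per-campaign cutoff: mean of compounds within control limits plus 3 SD, cut at about 15% in these data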;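 also: 0% = median of all compound wells on the plate and 100% = blocking peptide control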
Tn7 DDE FP – inhibitors of Tn7 peptide binding to fibrin DD(E), primary screen, biochemical, fluorescence polarization, human fibrin, Tn7 probe; Fibrinogen beta chain (Homo sapiens), P02675; FP displacement of FITC-Tn7 peptide from fibrin DD(E); 0% = median of compound wells per plate; inhibition, % at 8.3 µM; hit rate 0.13% among 370,000;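 active = inhibition above the mean of compounds falling within the control limits plus 3 SD of them, cut at about 14% in these data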;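 also: 0% = plate median of compound wells and 100% = 10 µM Aha-Tn7 peptide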
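Assay system: Human fibrin DD(E) protein | Medium: Tris buffer with calcium and detergent, pH 7.8 | Reagent: 0.1 µM fluorescent Tn7 | Compound dosing: Single point at 8.3 µM | Times: 10 min preincubation, 3 h with tracer, room temperature | Detection: Fluorescence polarization of the labelled Tn7 tracer | Controls: Aha-Tn7 high control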
ARFGAP1 inh – inhibitors of rat ARFGAP1 GAP activity, primary screen, biochemical, fluorescence polarization, GDP tracer; AID 651572, 2012; hit rate 0.26% among 360,000; ADP-ribosylation factor GTPase-activating protein 1 (Rattus norvegicus), Q62848; Arfgap1-stimulated ARF1 GTP hydrolysis, GDP FP detection; inhibition, % at 16.5 µM;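 active = inhibition above a per-plate limit, mean inhibition of low control wells plus 3 SD, cut at about 25% in these data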;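 also: 0% = DMSO wells with enzyme and 100% = wells lacking Arfgap1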
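Replicates: Single well per compound | Assay system: Truncated rat Arfgap1 GAP domain | Control set: No-Arfgap1 wells (100%) versus DMSO full-reaction wells (0%) | Times: Enzyme reaction 120 min at 25 °C after 20 min preincubation | Reagent: Human ARF1(Δ1-17)-GTP substrate | Measured by: Tracer-displacement fluorescence polarization with EDTA stop, 620/688 nm | Measure: Percent inhibition of Arfgap1-stimulated GTP hydrolysis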
ADAM17 inh – ADAM17 inhibitors, primary screen, biochemical, QFRET; hit rate 0.83% among 370,000; recombinant ADAM17, EDANS/DABCYL FRET peptide cleavage; Disintegrin and metalloproteinase domain-containing protein 17 (Homo sapiens), P78536; AID 720648, 2013; inhibition, % at 6.95 µM;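 active = inhibition above the mean of compounds lying between control limits plus 3 SD, set per campaign, cut at about 8.5% in these data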;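 also: 0% = DMSO-only wells as the low control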
Target sequence (P78536 215-824 limits assumed): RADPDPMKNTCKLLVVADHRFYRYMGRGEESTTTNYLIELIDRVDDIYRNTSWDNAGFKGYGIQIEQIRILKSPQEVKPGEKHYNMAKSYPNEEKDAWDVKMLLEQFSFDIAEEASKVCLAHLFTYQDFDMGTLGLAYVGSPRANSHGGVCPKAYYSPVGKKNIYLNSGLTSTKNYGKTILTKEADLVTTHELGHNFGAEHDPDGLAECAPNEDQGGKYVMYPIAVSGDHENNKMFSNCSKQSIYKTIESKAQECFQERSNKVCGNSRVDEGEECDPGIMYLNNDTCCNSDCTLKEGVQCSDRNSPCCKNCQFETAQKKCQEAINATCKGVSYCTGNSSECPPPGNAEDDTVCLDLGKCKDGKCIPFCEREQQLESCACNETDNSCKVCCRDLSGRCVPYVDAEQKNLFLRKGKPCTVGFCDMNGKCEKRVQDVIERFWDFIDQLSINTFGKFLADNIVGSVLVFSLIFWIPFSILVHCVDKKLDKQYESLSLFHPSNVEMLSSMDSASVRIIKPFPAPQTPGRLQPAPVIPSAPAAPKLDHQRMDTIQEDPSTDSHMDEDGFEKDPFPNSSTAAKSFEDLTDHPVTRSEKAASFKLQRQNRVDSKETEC
SIAE inh – human SIAE inhibitors, primary screen, biochemical, fluorescence polarization, FP-Rh probe, 1536-well HTS; hit rate 0.69% among 370,000; AID 1053197, 2014; Sialate O-acetylesterase (Homo sapiens), Q9HAT2; SIAE FP-Rh probe binding; inhibition, % at 9.66 µM;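 active = inhibition above a cutoff: mean of compounds within the control limits plus 3 SD of those, cut at about 17% in these data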;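 also: 0% = plate median of compound wells and 100% = probe without SIAE protein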
PLC-gamma1 inh – PLC-gamma1 enzyme inhibitors, primary screen, biochemical, fluorescence, purified enzyme; 1-phosphatidylinositol 4,5-bisphosphate phosphodiesterase gamma-1 (Homo sapiens), P19174; fluorogenic substrate; inhibition, % at 12.2 µM; hit rate 0.84% among 370,000; in the data active = inhibition above about 9.5%
* = called active by the depositor; i = inactive; · = not tested or not shown.

SMILES	ASAP1 inh	TDP2 absorb	PLC-beta3 inh	ADAM10 inh	Tn6 DDE FP	Tn7 DDE FP	ARFGAP1 inh	ADAM17 inh	SIAE inh	PLC-gamma1 inh
COc1cc(/C=C2\N=C(C)OC2=O)cc(OC)c1OC	10	5	-3	4	-3	6	7	0	4	2
CCOC(=O)c1ccc(S(=O)(=O)N2CCC(C(=O)Nc3nnc(C)o3)CC2)cc1	4	4	3	6	10	3	-5	-2	4	3
O=C(NCc1ccc(S(=O)(=O)NC2CCCCC2)s1)c1ccccc1	-13	0	-7	-1	-2	-1	15	-5	-4	1
CC(C)Cn1c(SCC(=O)Nc2ncccn2)nc2ccccc21	4	4	-5	-7	5	2	-3	-5	-4	-5
C=CCn1c(CSc2nc3ccccc3s2)nnc1SCC(=O)OCC	9	-5	2	-7	4	-2	-12	1	-6	5
O=C(CN1C(=O)S/C(=C\c2ccccc2)C1=O)NNC(=O)c1ccccc1O	-2	1	-29	-5	1	4	-1	-6	-6	-8
CCCN1CCCCC(NC(=O)c2ccc(C)cc2C)C1=O (configuration not stated)	-5	2	3	-7	-2	3	2	-6	-3	1
O=S(=O)(N1CCOCC1)n1c(Cc2ccccc2)nc2ccccc21	-2	-5	1	-2	7	1	5	-2	-8	0
Cc1ccccc1N1CCN(S(=O)(=O)C[C@]23CCC(CC2NC(=O)[C@@H](N)CCS(C)(=O)=O)C3(C)C)CC1 (some centres not stated)	6	-1	4	2	-2	-14	6	3	7	6
CC(=O)C(Cc1ccccc1)NC(=O)CN(C)Cc1ccccc1Cl (configuration not stated)	-5	-1	-11	-5	2	-1	9	-2	0	-5
Cc1cccc(NC(=S)NC(NC(=O)c2ccco2)C(Cl)(Cl)Cl)c1 (configuration not stated)	10	1	-4	-1	-2	8	6	-2	-2	-1
O=C(/C=C/c1ccc(Cl)c(Cl)c1)n1cccn1	11	-5	0	-5	-10	-5	-1	-5	0	0
CCN(CC)CCCN(Cc1cc2ccc(C)c(C)c2[nH]c1=O)C(=O)NC1CCCCC1	-6	0	-2	-29	9	5	3	-14	3	-2
CC(C)COc1ccc(C(=O)Nc2ccc(N3CCOCC3)cc2N2CCOCC2)cc1	-7	-7	-3	-5	9	5	-11	2	-1	0
CCc1ccccc1N(CC(=O)NC1CCCCC1)C(=O)CNC(=O)c1ccco1	0	1	-2	-5	4	2	11	-1	-2	1
CCOc1cc(/C=C(/C#N)C(=O)Nc2ccc(OC)cc2)ccc1OCc1ccc(C(=O)O)cc1	24	15	-8	-3	-7	2	-14	-1	0	3
CC1CC(C)CN(C(=O)C(Cc2ccccc2)NC(=O)c2ccccc2)C1 (configuration not stated)	-5	5	-5	10	-2	7	-5	0	1	-3
CC(=O)N(C1=C(N)C(=O)c2ccccc2C1=O)C(C)C	-3	8	-8	-10	3	-1	-9	-4	-3	-2
CN(CC(=O)NC(=O)Nc1ccccc1F)Cc1ccccc1F	-4	3	1	17	-2	3	-4	9	0	4
COC(=O)CSc1nccc(C)n1	-2	-8	4	15	6	-8	-3	3	2	9
O=C(c1nc2ccc(Cl)cn2c1CN1CCC[C@H]1CO)N1CCCCCCC1	-9	-6	-26	-14	7	3	-6	-6	-1	-13
COc1cc(C(=O)N2CCC(NC(=O)C(Cc3ccc(C(C)C)cc3)NC(C)=O)CC2)cc(OC)c1OC (configuration not stated)	8	2	-3	-7	-5	-2	9	-3	-4	2
CCCC(=O)Nc1ccc2c(c1)C(=O)N(CCC(=O)O)C2=O	4	-8	i	i	2	0	4	-277	3	i
COc1ccc(Cc2c(-c3cccc(Cl)c3)nc3cc(C)c(Br)c(C)n23)c(C)c1	4	3	-2	-6	6	0	3	-1	2	-5
O=C(CSc1ccc2ccccc2n1)NC1CC1	-14	6	-4	-12	3	1	-4	-3	5	-1
(continued)
SMILES	ASAP1 inh	TDP2 absorb	PLC-beta3 inh	ADAM10 inh	Tn6 DDE FP	Tn7 DDE FP	ARFGAP1 inh	ADAM17 inh	SIAE inh	PLC-gamma1 inh
COC(=O)c1cc(-c2ccc(C)cc2)c(=O)n2c1CCC2	·	-5	-11	-38	2	-1	·	-13	-5	-8
CC(C)NC(=O)COc1ccc(S(=O)(=O)N2CCCC2)cc1	-9	-3	-3	5	-3	1	7	2	-1	5
COC(=O)c1ccc(NC(=O)C2CCCN2C(=O)OCc2ccccc2)cc1 (configuration not stated)	5	3	-2	7	-10	-8	1	-1	-5	3
C=C(C)CSc1nc2ccccc2c(=O)n1-c1c(C)n(C)n(-c2ccccc2)c1=O	1	6	-4	7	-7	-1	-1	-1	-3	1
COc1ccc(CCC(=O)NCc2cccc(C(F)(F)F)c2)cc1	1	-2	-4	7	-2	3	12	-2	4	4
CCOC(=O)c1c(NC(=O)c2ccc(Cl)cc2)csc1C	1	-14	6	4	0	-3	2	4	-9	4
CCN(CC)c1ccc(N=CN2CCOCC2)cc1	-3	7	-10	8	-4	2	7	1	0	-1
C=CCN(c1ccccc1)S(=O)(=O)c1cccc(C(=O)Nc2ncccc2C)c1	-4	-7	-6	-1	0	0	2	-2	2	2
CCCCC(CC)C(=O)Nc1ccccc1C(=O)NC(C)C (configuration not stated)	-8	-17	4	4	5	-7	-3	4	-5	0
CCCNc1ccc(S(=O)(=O)N(C(C)C)C(C)C)cn1	-7	3	1	-9	0	4	5	-4	0	2
COc1ccc(-n2c(C)nc3cc(C(=O)NCc4ccc5c(c4)OCO5)ccc32)cc1	-6	-3	-5	1	-2	3	6	-1	-3	-4
COc1ccc(NC(=O)CN(C)CC(=O)NC(=O)NC2CCCCC2)cc1	3	-11	-11	-26	-8	-4	8	1	-2	0
NS(=O)(=O)c1ccc(NC(=S)NCc2ccc(Cl)cc2)cc1	-1	6	0	1	-6	2	4	1	-9	0
COc1ccc(CNC(=O)C(c2ccco2)N(C(=O)c2csnn2)c2cccc(C)c2C)cc1 (configuration not stated)	12	-6	1	0	6	-5	12	4	2	2
COc1ccccc1OCCNC(=O)c1ccc(Br)cc1	2	-23	0	-5	-2	6	-7	-4	-5	1
O=C1C2C(C(=O)N1/N=C/c1ccc([N+](=O)[O-])o1)C1C=CC2C12CC2 (configuration not stated)	-9	2	2	6	5	1	-1	4	0	3
O=[N+]([O-])c1ccc(Sc2ccccn2)nc1	6	-6	-4	-9	-1	-4	-1	-1	-7	0
O=C(O)c1cnn(-c2nc(-c3ccc(Cl)cc3)cs2)c1C(F)(F)F	-11	-7	-41	-29	1	6	-2	-14	0	-20
CN(CC(=O)Nc1ccc(F)cc1)CC(=O)N(C)C1(C#N)CCCCC1	3	0	-1	-11	-1	4	13	-10	0	5
O=S(=O)(NCCOCC(F)(F)F)c1ccc2oc3ccccc3c2c1	-8	2	-6	-3	7	6	3	-1	1	0
COc1cc(OC)cc(OC(=O)C2CCN(S(=O)(=O)c3ccc(OC)c(OC)c3)CC2)c1	1	6	2	-3	0	5	2	-2	0	0
CCN(CC)C(=O)c1cc(S(=O)(=O)N2CCCCC2)c[nH]1	-5	-1	-1	-6	5	4	-6	-4	0	0
Cc1n[nH]c(C)c1CCN(C)Cc1cn(C)nc1-c1ccc2c(c1)OCCO2	1	-3	-3	2	4	-3	6	-1	8	0
O=C(NCc1ccc(Cl)c(Cl)c1)C1CCCC1	9	7	-6	-5	8	-7	1	-4	-8	2

Exported with values under each structure: ten of the compounds above
Each structure is followed by: ASAP1 inh, TDP2 absorb, PLC-beta3 inh, ADAM10 inh, Tn6 DDE FP, Tn7 DDE FP, ARFGAP1 inh, ADAM17 inh, SIAE inh, PLC-gamma1 inh
COc1cc(/C=C2\N=C(C)OC2=O)cc(OC)c1OC
 : 10, 5, -3, 4, -3, 6, 7, 0, 4, 2
CCOC(=O)c1ccc(S(=O)(=O)N2CCC(C(=O)Nc3nnc(C)o3)CC2)cc1
 : 4, 4, 3, 6, 10, 3, -5, -2, 4, 3
O=C(NCc1ccc(S(=O)(=O)NC2CCCCC2)s1)c1ccccc1
 : -13, 0, -7, -1, -2, -1, 15, -5, -4, 1
CC(C)Cn1c(SCC(=O)Nc2ncccn2)nc2ccccc21
 : 4, 4, -5, -7, 5, 2, -3, -5, -4, -5
C=CCn1c(CSc2nc3ccccc3s2)nnc1SCC(=O)OCC
 : 9, -5, 2, -7, 4, -2, -12, 1, -6, 5
O=C(CN1C(=O)S/C(=C\c2ccccc2)C1=O)NNC(=O)c1ccccc1O
 : -2, 1, -29, -5, 1, 4, -1, -6, -6, -8
CCCN1CCCCC(NC(=O)c2ccc(C)cc2C)C1=O (configuration not stated)
 : -5, 2, 3, -7, -2, 3, 2, -6, -3, 1
O=S(=O)(N1CCOCC1)n1c(Cc2ccccc2)nc2ccccc21
 : -2, -5, 1, -2, 7, 1, 5, -2, -8, 0
Cc1ccccc1N1CCN(S(=O)(=O)C[C@]23CCC(CC2NC(=O)[C@@H](N)CCS(C)(=O)=O)C3(C)C)CC1 (some centres not stated)
 : 6, -1, 4, 2, -2, -14, 6, 3, 7, 6
CC(=O)C(Cc1ccccc1)NC(=O)CN(C)Cc1ccccc1Cl (configuration not stated)
 : -5, -1, -11, -5, 2, -1, 9, -2, 0, -5

Screening results (PubChem BioAssay)
